IL2 activator: IL-2 activation; IL-2 activation reporter assay, cell-based qHTS; stimulated with anti-CD3/CD4/CD28 beads; in transgenic mouse T cells; activation, % (series mostly up to about 46 µM); 0.065% of 360,000 active; AID 652025; in the data active means activation above about 50%; inconclusive means mostly about 30% to 49%; further: 0% is about no effect
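Unstimulated transgenic mouse T cells; 60-min compound exposure; bead-based TCR/CD4/CD28 stimulation; 18 h culture, 37 degrees C; dual fluorescence (EGFP, DsRed) plate cytometry.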
EPAC1 antag: EPAC1 (human) antagonism. O95398. EPAC1 GEF assay, Rap1b-BODIPY-GDP exchange fluorescence. Potency, µM (top dose mostly 115 µM), for inactives: top-dose activity change, negative = inhibition, most hits filed as inhibitors. 0.14% of 360,000 active;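 further: potency means the concentration at half of the fitted maximal effect; plate controls were vehicle for no effect and positive control for full effect; nearly all actives have a fitted effect of over 50% in size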
WRN inhibitor: WRN helicase (human) inhibition. Q14191. WRN helicase unwinding, fluorescent forked duplex, kinetic. Potency, µM (top dose mostly 114 µM), for the others: at the highest dose activity change, negative = inhibition, hits mostly inhibitors. 0.46% of 360,000 active. AID 651768; further: potency means the concentration at half of the fitted maximal effect; on the % scale 0 is the no-effect control and ±100 the full control effect; nearly all actives have a fitted effect of over 55% in size
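Kinetic red-fluorescence monitoring (525/598 nm) tracks WRN helicase activity after 100 nM fluorophore-quencher forked duplex and 2 mM ATP are added to 20 nM enzyme pretreated 15 min at room temperature with compound.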
PI5P4K alpha inh: PI5P4K alpha (human) kinase inhibition; P48426; PI5P4Kalpha enzyme, ADP-Glo luminescence, 60 min; active compounds read low; max response, %; 1.2% of 330,000 active; AID 652105; active means max response of -50% or lower; inconclusive means between -30% and -50%; inactive means -30% or higher; further: value at the top dose of about 77 µM; on the % scale 0 is the no-effect control and ±100 the full control effect
Target sequence (P48426 whole entry, looked up): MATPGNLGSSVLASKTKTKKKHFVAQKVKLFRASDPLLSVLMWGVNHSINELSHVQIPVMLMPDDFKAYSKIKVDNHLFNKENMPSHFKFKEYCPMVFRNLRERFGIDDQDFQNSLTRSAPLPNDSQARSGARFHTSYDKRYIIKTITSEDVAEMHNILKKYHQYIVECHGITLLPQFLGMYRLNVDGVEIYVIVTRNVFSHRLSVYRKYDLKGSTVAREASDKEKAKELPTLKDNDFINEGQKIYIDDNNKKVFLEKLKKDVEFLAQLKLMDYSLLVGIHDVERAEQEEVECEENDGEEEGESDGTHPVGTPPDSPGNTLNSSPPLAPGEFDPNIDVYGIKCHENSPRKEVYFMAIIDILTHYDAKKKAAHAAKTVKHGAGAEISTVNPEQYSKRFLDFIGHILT
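Reactions run in 0.038 M HEPES pH 7.4, 0.28 mM EGTA, 0.1% CHAPS and 5% DMSO, with PI5P4Kalpha, substrate, compound and 5 microM ATP final, one hour at room temperature. Readout is ADP-Glo luminescence.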
EPAC2 agonist: activates human EPAC2 exchange factor | Q8WZA2 | EPAC2 activation, biochemical qHTS; response scale: 100% = 6.5 mM cAMP response | 0.079% of 360,000 active | AID 720711 | Potency, µM (top dose mostly 154 µM), inactives show top-dose activation, actives largely listed as activators; further: potency means the concentration at half of the fitted maximal effect; nearly all actives have a fitted effect of over 50% in size
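Exchange assay: 100 nM EPAC2 with 250 nM Rap1B-BODIPY-GDP and 50 uM GDP. Fluorescence (ex 480/em 540 nm) read every 5 min for 30 min at room temperature. Data normalized to 6.5 mM cAMP as agonist control.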
EPAC1 ag: agonists of human EPAC1. Potency, µM (series often up to 154 µM), for inactives: at the top dose activation, usual class: activators. EPAC1 agonist qHTS, biochemical assay; response scale: 100% = response to 6.5 mM cAMP. AID 720707. O95398. 0.073% of 360,000 active; further: potency means the concentration at half of the fitted maximal effect; nearly all actives have a fitted effect of over 60% in size
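Multi-concentration qHTS readout: loss of Rap1B-bound BODIPY-GDP fluorescence driven by 100 nM EPAC1 with excess GDP (50 uM), monitored kinetically at room temperature; agonist response expressed relative to 6.5 mM cAMP.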
CCT chaperon mod: changes cytosolic chaperonin activity | purified chaperonin ATPase assay, HTRF ADP detection, 30 min | activity change, % (no concentration beside the values), hits read low | 0.3% of 360,000 active; in the data active means activity change below about -30%; further: on the % scale 0 is the no-effect control and ±100 the full control effect
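First, chaperonin was dispensed at 40 nM or 20 nM final depending on batch activity. Next, compounds were pinned at 76 uM and ATP added at 10 uM. After 30 min at 37 °C, ADP detection reagents ran 30 min at ambient temperature.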
PLK1 PBD inh: inhibitors of human PLK1 polo-box domain binding; P53350; Plk1 PBD binding of FITC phosphopeptide, fluorescence polarization; Potency, µM, for inactives: max response, negative = inhibition, usual class: inhibitors; 2.8% of 360,000 active; AID 720504; further: potency means the concentration at half of the fitted maximal effect; series mostly up to about 57 µM; on the % scale 0 is the no-effect control and ±100 the full control effect; nearly all actives have a fitted effect of over 65% in size
Target sequence (P53350 whole entry, looked up, the tested form may be a part): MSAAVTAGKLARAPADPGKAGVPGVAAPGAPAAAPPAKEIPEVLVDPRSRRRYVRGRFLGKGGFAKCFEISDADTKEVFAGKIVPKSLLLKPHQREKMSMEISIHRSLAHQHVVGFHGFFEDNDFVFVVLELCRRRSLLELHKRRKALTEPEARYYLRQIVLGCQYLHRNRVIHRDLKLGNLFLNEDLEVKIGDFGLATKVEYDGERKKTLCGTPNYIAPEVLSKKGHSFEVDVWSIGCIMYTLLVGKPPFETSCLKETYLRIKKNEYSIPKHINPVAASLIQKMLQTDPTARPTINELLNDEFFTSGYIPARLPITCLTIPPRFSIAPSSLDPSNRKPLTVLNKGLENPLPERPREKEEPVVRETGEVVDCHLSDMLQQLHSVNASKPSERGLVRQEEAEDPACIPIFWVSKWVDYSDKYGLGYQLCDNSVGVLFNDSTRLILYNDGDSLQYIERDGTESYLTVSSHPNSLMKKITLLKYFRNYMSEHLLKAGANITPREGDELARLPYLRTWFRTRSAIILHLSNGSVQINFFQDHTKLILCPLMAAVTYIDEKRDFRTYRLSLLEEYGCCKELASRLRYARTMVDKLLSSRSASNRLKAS
Starred values were filed as active, the others as inactive; ? = inconclusive; · = no result given; [ ] = another dose, or the depositor's remark. Unless noted, the call rests on the fitted dose curve; in most records, active means well fitted curve in the direction sought with a large enough effect; inconclusive means small, poorly fitted or top-dose-only effect, or another doubt; inactive means no such curve, though single readings can be large; an effect the other way counts as inactive or inconclusive. An excerpt; rates above refer to the full screens.

SMILES	IL2 activator	EPAC1 antag	WRN inhibitor	PI5P4K alpha inh	EPAC2 agonist	EPAC1 ag	CCT chaperon mod	PLK1 PBD inh
O=C(NCc1ccncc1)[C@@H]1CCCN1C(=O)[C@@H]1CCCN1C(=O)c1c(F)cccc1F	-0.3	-3%	-1%	5	-4%	-6%	-0.1	8%
Nc1nc(SCC(=O)NCCN2CCOCC2)nc2sc3c(c12)CCC3	0.2	6%	-22%[57.1 µM]	-13	9%	4%	1.8	?
Cc1ccc2c(CN3CCN(c4ccc(Cl)c(Cl)c4)CC3)cc(=O)oc2c1	-0.9	-21%	-8%	-3	4%	15%	0.5	-12%
Cc1cccc(NC(=O)[C@@H](NC(=O)[C@@H]2Cc3ccccc3CN2)C(C)C)c1	-3.5	18%	0%	1	2%	3%	0.4	-2%
CCOC(=O)c1cc2c(nc1NC(=S)NCc1ccccc1)CCCC2	-2.2	2%	2%	1	7%	1%	0.8	-14%
CCCS(=O)(=O)c1cn2cccc(N)c2c1S(=O)(=O)CCC	1.9	-2%	-25%	-1	6%	9%	-0.3	-29%
O=C(Cn1nnc(-c2ccc(S(=O)(=O)N3CCCC3)cc2)n1)NCC1CCCO1 (centres undefined)	1.1	9%	-14%	·	6%	-11%	-7.8	1%
Cc1ccc(NC(=O)/C(Cl)=C/c2ccccc2)cc1C	0.0	-12%	-11%	9	-2%	19%	-0.8	-2%
O=C(Nc1cc(Cl)ccc1Cl)N1CCCC1	-3.7	-9%	5%	-28	-2%	-1%	-0.4	8.4µM*
CSC1=NC=C(C#N)C2=NC(c3ccc(Cl)cc3)NN12 (centres undefined)	-0.4	-14%	-4%[57.1 µM]	-2	3%	5%	1.2	-19%
CCNC(=O)COC(=O)c1cc(-c2ccc(OC)cc2)nc2ccccc12	-1.1	9%	2%	·	-1%	2%	-1.7	-1%
Cc1[nH]c2ccccc2c1C(=O)CSc1ccccc1	-0.4	1%	-16%	20	-12%	-9%	1.6	-25%
O=[N+]([O-])c1cccc(/C=N/Nc2cc(Cl)nc(-c3ccccc3)n2)c1	-0.4	10%	-7%	1	-1%	7%	-2.0	1%
CCc1ccccc1N(CC(=O)N1CCc2ccccc2C1)S(C)(=O)=O	0.5	2%	5%	-8	2%	-8%	-31*	-4%
CCCC(C(=O)NC1CCCC1)N(CC1CCCO1)C(=O)CNS(=O)(=O)c1ccc(F)cc1 (centres undefined)	-1.2	-9%	4%	1	4%	5%	-2.8	-4%
Cc1ccc(S(=O)(=O)N(CC#N)CC#N)cc1	-0.9	-5%	-6%	-1	3%	-10%	-0.2	0%
CCn1c(SCC(=O)Nc2ccc(N3CCOCC3)cc2)nnc1C1CC1	1.7	4%	5%	3	11%	12%	0.3	-8%
CC(C)C(=O)Nc1ccc(C(=O)N/N=C/C2CC3C=CC2C3)cc1 (centres undefined)	0.1	0%	9%	0	4%	-1%	-2.0	-18%
CC(C(=O)c1ccc(-c2ccccc2)cc1)[n+]1cccc(Br)c1 (centres undefined)	-0.1	-2%	9%	-3	-5%	15%	2.9	-17%
Cc1cc(C)n2cc(CSc3nnnn3-c3ccccc3C)nc2n1	-3.1	-14%	3%	0	-8%	-3%	-0.4	0%
O=C(N/N=C/c1ccncc1)c1ccncc1	0.1	-10%	5%	0	7%	6%	0.9	-4%
COC(=O)c1ccc(N2C(=O)CC(NCc3ccccc3)C2=O)cc1 (centres undefined)	-1.3	4%	2%	2	1%	1%	-2.7	2%
c1ccc(Oc2ccc(-c3ccnc4ncnn34)cc2)cc1	-3.1	14%	-4%	0	3%	-7%	2.2	-2%
Nc1ccc(CNC(=O)OCC2c3ccccc3-c3ccccc32)cc1	-0.2	-15%	3%	13	6%	-13%	0.1	0%
Nn1c(SCC(=O)NC2CCCC2)nnc1C(F)(F)F	-1.9	13%	8%	-3	-1%	-10%	1.7	8%
CC(=O)c1ccc(OCCCC(=O)Nc2cccc(-c3nn[nH]n3)c2)cc1	2.6	-27%	-13%	4	0%	-5%	-0.6	-3%
COc1ccccc1CNC(=O)COc1ccccc1C	-2.3	-5%	0%	-6	8%	-6%	-1.0	-19%
O=C(O)CC(CC(=O)NCC(O)c1ccccc1)c1ccccc1 (centres undefined)	-0.3	-2%	-12%	-7	-2%	16%	-0.5	3%
CCc1ccc([C@H]2C[C@H]3[C@H]4C(=O)N(c5ccccc5)C(=O)[C@H]4CC(=O)[C@@H]3CN2S(=O)(=O)c2ccc(C)cc2)cc1	-0.6	-3%	0%	-2	2%	2%	0.9	-13%
O=C(CCC(=O)c1ccc(Br)cc1)Nc1cccc(C(F)(F)F)c1	0.1	-8%	-6%	-7	8%	8%	-0.8	-3%
COc1ccc(NC(=O)Nc2ccc(OC)cc2)cc1	-2.6	0%	-27%	-4	8%	2%	-2.7	-7%
COc1ccc(S(=O)(=O)NC(C)C(=O)Nc2ccccc2)cc1Cl (centres undefined)	-2.8	-1%	-30%	9	0%	0%	-0.4	-7%
COC(=O)c1cccc(C(=O)N2CCCC(C(=O)c3cccc(OC(C)C)c3)C2)c1 (centres undefined)	-1.7	1%	-7%	-4	0%	3%	-0.8	-6%
O=C(NC1CCCCC1)N(Cc1cc2cc3c(cc2[nH]c1=O)OCCO3)C1CCCCC1	-0.9	7%	3%	·	6%	8%	-0.8	-6%
O=C(NNc1ccc([N+](=O)[O-])cc1[N+](=O)[O-])c1ccco1	-2.6	?	2%	-30	1%	-10%	-1.5	-21%
COc1ccc(CCC(=O)NCCS(=O)(=O)N2CCN(c3ccccc3)CC2)cc1	-3.0	10%	9%	7	-1%	6%	-1.8	-2%
O=S(=O)(c1ccc(NC(=S)NN=C2CCCCC2)cc1)N1CCOCC1	0.8	1%	-9%	?	-1%	4%	1.8	-18%
COc1ccc(-c2ccc(/C=C(\NC(=O)c3ccccc3)C(=O)N3CCOCC3)o2)cc1	0.6	-15%	?	3	14%	3%	1.5	-12%
CSC1=C(C#N)C(=O)NC(c2ccc(Cl)cc2)S1 (centres undefined)	-4.5	-19%	-7%[11.6 µM]	-15	12%	1%	2.2	7.5µM*
CC1C/C(=C/c2ccncc2)C(=O)/C(=C/c2ccncc2)C1 (centres undefined)	0.2	-7%	?	-4	4%	9%	-38*	-27%
Cc1cccc(C)c1N1CCN(C(=O)Nc2ccc3c(c2)OCCO3)CC1	-3.2	-8%	7%	0	22%	8%	-3.9	-1%
CCN(CC)S(=O)(=O)c1ccc(N/N=C/c2ccc(O)cc2O)nc1	3.8	-13%	-35%[57.1 µM]	-19	0%	-17%	-1.6	-9%
CCC(=O)Nc1nc(CC(=O)Nc2ccccc2OC)cs1	-4.1	16%	-18%	7	2%	5%	0.1	-1%
c1ccc(-c2noc(-c3cccs3)n2)nc1	1.4	-6%	-10%	·	10%	12%	-0.1	-5%
Cc1cccc(C)c1-n1c(C)cc(/C=N/NC(N)=S)c1C	-1.0	-6%	-2%	-3	4%	6%	-2.5	-18%

CCT chaperon mod, hit marks shown above.
structure	IL2 activator	EPAC1 antag	WRN inhibitor	PI5P4K alpha inh	EPAC1 ag	CCT chaperon mod	PLK1 PBD inh
CCc1ccccc1N(CC(=O)N1CCc2ccccc2C1)S(C)(=O)=O	0.5	2%	5%	-8	-8%	-31*	-4%
CC1C/C(=C/c2ccncc2)C(=O)/C(=C/c2ccncc2)C1 (centres undefined)	0.2	-7%	?	-4	9%	-38*	-27%

The results go on.
SMILES	IL2 activator	EPAC1 antag	WRN inhibitor	PI5P4K alpha inh	EPAC2 agonist	EPAC1 ag	CCT chaperon mod	PLK1 PBD inh
O=C(Cn1cc(C(F)(F)F)cc(Cl)c1=O)Nc1ccc(N2CCOCC2)cc1	1.1	-23%	-1%	-6	0%	-5%	-3.2	-10%
O=S(=O)(c1ccc2c(c1)OCO2)N1CCN(c2nnnn2-c2ccccc2)CC1	-1.3	0%	-4%	·	11%	3%	-2.4	-12%
Cc1cccc(NC(=O)CSc2nc(=O)n3ccccc3n2)c1C	-4.3	-18%	3%	1	4%	8%	0.5	-4%
O=S(=O)(c1ccc(Br)cc1)N1CCCC1c1nc2ccccc2s1 (centres undefined)	1.2	7%	1%	12	15%	11%	1.8	-1%
COC(=O)c1cc(OC)c(OC)cc1NC(=S)N1CCN(Cc2ccccc2)CC1	-0.8	16%	5%	·	14%	-3%	-0.1	-4%
CC(C)c1nc(Cl)c(C#N)c2c1CCC2	-0.6	4%	-27%	8	8%	-3%	1.1	-4%
O=C(CCSCCc1ccccn1)Nc1nccs1	-2.5	-3%	-4%	-4	6%	-14%	-1.6	-2%
Cc1ncc([N+](=O)[O-])n1CC(=O)NCc1ccccc1	-2.5	-2%	5%	·	0%	4%	0.5	-3%
O=C(Nc1ccc(N2CCCC2)cc1)c1ccc(Br)o1	-0.3	6%	3%	·	1%	-7%	-4.4	-2%
CCc1n[nH]c(=S)n1/N=C/c1ccc(N(CC)CC)cc1	-1.0	-5%	-4%	1	2%	-4%	2.0	-12%
COc1cc(CN2CCN(c3cccc(Cl)c3)CC2)cc(OC)c1OC	-1.8	-16%	-3%	·	3%	8%	-1.5	-4%
CCOc1ccccc1NC(=O)NCc1ccco1	0.3	-7%	-14%	8	-1%	3%	-1.3	-5%
C#CCOCCOCCOCCNc1nc(N2CCOCC2)nc(N2CCN(C(=O)Cn3cc(CCCN=C(N)N)nn3)CC2)n1	0.5	8%	1%	4	-1%	-16%	-1.8	-6%
CC(=O)NCCNC(=O)c1ccc(NC2=NC3CS(=O)(=O)CC3S2)cc1 (centres undefined)	-2.0	-2%	-7%	-1	16%	11%	3.0	-6%
CC(=O)Nc1cc2c(nc1C)nc(C)n2Cc1ccc(Br)cc1	-2.6	3%	7%	1	3%	-4%	0.7	-9%
CCOC(=O)CSC1=N/C(=C/c2ccc(-n3cncn3)cc2)C(=O)N1C(C)=O	-0.4	4%	-3%	-18	-14%	0%	0.5	-5%
CCOC(=O)c1ccc(Oc2nc(SC)nc(N(C)C)n2)cc1	3.2	-9%	0%	3	10%	13%	3.7	-6%

No new results follow: entries from further up.
SMILES	IL2 activator	EPAC1 antag	WRN inhibitor	PI5P4K alpha inh	EPAC2 agonist	EPAC1 ag	CCT chaperon mod	PLK1 PBD inh
CC(=O)Nc1cc2c(nc1C)nc(C)n2Cc1ccc(Br)cc1	-2.6	3%	7%	1	3%	-4%	0.7	-9%
CCOC(=O)CSC1=N/C(=C/c2ccc(-n3cncn3)cc2)C(=O)N1C(C)=O	-0.4	4%	-3%	-18	-14%	0%	0.5	-5%
CCOC(=O)c1ccc(Oc2nc(SC)nc(N(C)C)n2)cc1	3.2	-9%	0%	3	10%	13%	3.7	-6%

Screening data deposited in PubChem by National Center for Advancing Translational Sciences (NCATS).
